# Pol beta inh = inhibitors of human DNA polymerase beta; hit rate 1.3% among 340,000; Potency, µM (series often up to 114 µM), for the others: at the top dose activity change, negative = inhibition, hits mostly inhibitors; P06746; AID 485314; Pol beta primer extension/strand displacement, fluorescence kinetic; note: % is set by controls: 0 for no effect and ±100 for the full control effect
#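 Reaction started by 50 nM substrate onto compound-treated Pol beta (10 nM, 15 min preincubation, room temperature); plates read at 0 min and 10 min. Normalized concentration-effect data fitted by four-parameter Hill equation.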
# POLH inh = inhibitors of human DNA polymerase eta | AID 588591 | Q9Y253 | Potency, µM (top dose mostly 114 µM), without a hit: top-dose activity change, negative = inhibition, actives largely listed as inhibitors | recombinant Pol eta, fluorescent DNA replication assay | hit rate 1.2% among 390,000; note: % is set by controls: 0 for no effect and ±100 for the full control effect
# Target sequence (Q9Y253 whole entry, looked up): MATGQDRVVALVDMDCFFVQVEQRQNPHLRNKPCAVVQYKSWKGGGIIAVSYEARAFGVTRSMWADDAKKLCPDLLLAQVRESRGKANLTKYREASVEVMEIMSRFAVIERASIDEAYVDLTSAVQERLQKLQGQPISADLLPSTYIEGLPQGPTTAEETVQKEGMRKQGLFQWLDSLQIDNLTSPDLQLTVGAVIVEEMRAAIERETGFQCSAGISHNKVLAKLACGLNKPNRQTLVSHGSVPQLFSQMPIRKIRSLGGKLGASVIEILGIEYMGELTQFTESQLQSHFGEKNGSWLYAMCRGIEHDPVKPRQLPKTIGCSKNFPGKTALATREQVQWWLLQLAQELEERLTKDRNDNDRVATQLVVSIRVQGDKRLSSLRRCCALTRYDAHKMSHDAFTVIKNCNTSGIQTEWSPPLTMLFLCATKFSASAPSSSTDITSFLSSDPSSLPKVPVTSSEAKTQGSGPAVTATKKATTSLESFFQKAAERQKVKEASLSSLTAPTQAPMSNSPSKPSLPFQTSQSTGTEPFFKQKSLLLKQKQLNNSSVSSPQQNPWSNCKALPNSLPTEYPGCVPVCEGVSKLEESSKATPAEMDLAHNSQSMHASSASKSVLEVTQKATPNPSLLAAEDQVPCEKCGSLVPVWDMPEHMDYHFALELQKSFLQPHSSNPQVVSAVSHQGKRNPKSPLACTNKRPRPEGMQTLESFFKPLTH
#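 Fluorescent replication assay: 50 nM final substrate added after a 15 min room-temperature compound preincubation with 10 nM enzyme. Signal taken at 0 min and again at 10 min.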
# Pol kappa inh = blocks human DNA polymerase kappa activity. Potency, µM (titrated, usually from 107 µM), without a hit: at the highest dose activity, negative = inhibition, usual class: inhibitors. hit rate 0.53% among 400,000. purified Pol kappa, fluorescent DNA synthesis assay, 10 min; note: % is set by controls: 0 for no effect and ±100 for the full control effect
#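 Here, compound and 10 nM enzyme are combined for 15 min at room temperature; adding 50 nM substrate (final) starts DNA synthesis, tracked by fluorescence at 0 and 10 min against buffer-only wells.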
# Pol iota inh = inhibitors of human DNA polymerase iota; Q9UNA4; Pol iota fluorescent replication assay, 10 min; Potency, µM (highest dose often 115 µM), for the others: top-dose activity, negative = inhibition, most hits filed as inhibitors; hit rate 1% among 390,000; AID 588590
#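 Fluorescent replication assay read twice, at 0 min and 10 min after adding 50 nM (final) substrate. Enzyme (10 nM) and compounds were first incubated 15 min at room temperature; enzyme-free buffer wells were negative controls.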
# APEX1 inh = APE1 (human) endonuclease inhibition. AID 2517. hit rate 0.35% among 350,000. Potency, µM (series often up to 65.8 µM), for inactives: at the highest dose activity change, negative = inhibition, most hits filed as inhibitors. P27695. recombinant APE1, TAMRA/BHQ-2 abasic DNA cleavage fluorescence;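 note: plate controls were vehicle for no effect and reference inhibitor for full effect; nearly all actives have a fitted effect of over 55% in size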
# Target sequence (P27695 whole entry, looked up): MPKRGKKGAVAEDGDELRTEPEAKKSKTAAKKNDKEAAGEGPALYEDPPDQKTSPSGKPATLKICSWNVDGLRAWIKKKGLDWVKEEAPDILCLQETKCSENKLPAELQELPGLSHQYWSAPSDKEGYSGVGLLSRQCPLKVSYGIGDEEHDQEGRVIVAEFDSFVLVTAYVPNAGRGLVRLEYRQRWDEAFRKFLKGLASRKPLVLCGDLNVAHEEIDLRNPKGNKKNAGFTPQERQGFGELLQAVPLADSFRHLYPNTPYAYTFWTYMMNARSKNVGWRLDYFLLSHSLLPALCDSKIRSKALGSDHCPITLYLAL
#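 Activity was derived from the fluorescence gain between first and third kinetic reads (60 s intervals, ex 525/em 598 nm) after 50 nM THF-abasic TAMRA/BHQ-2 duplex was added to 0.75 nM APE1 preincubated 15 min with compound.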
# BLM helicase inh = blocks DNA unwinding by human BLM helicase; hit rate 0.2% among 350,000; P54132; Potency, µM (titrated, usually from 56.1 µM), for the others: top-dose activity change, negative = inhibition, usual class: inhibitors; recombinant BLM DNA unwinding, fluorescence dequenching;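 note: plate controls were vehicle for no effect and no enzyme for full effect; nearly all actives have a fitted effect of over 35% in size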
# G9a inh = blocks human histone lysine methyltransferase G9a; Q96KQ7; G9a H3K9 monomethylation, AlphaScreen, 2 h; Potency, µM (titrated, usually from 102 µM), inactives show top-dose activity, negative = inhibition, most hits filed as inhibitors; hit rate 8.8% among 350,000; AID 504332; note: % is set by controls: 0 for no effect and ±100 for the full control effect; nearly all actives have a fitted effect of over 75% in size
#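 Methyltransferase reactions run at room temperature for 2 h (20 nM enzyme, 500 nM biotin-H3K9 peptide, 20 uM SAM) after a 15 min compound preincubation; product detected by AlphaScreen beads and anti-H3K9me1 antibody.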
# BAZ2B inh = BAZ2B (human) inhibition; Q9UIF8; AlphaScreen BAZ2B-H3K14Ac peptide displacement; Potency, µM (series often up to 114 µM), for inactives: at the top dose activity change, negative = inhibition, usual class: inhibitors; hit rate 4.4% among 360,000; AID 504333; note: % is set by controls: 0 for no effect and ±100 for the full control effect; nearly all actives have a fitted effect of over 60% in size
#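 Multi-concentration screen (max 110 uM) measuring displacement of acetylated histone H3 peptide from BAZ2B by AlphaScreen, using 50 nM protein, 50 nM peptide and 10 ug/mL streptavidin donor plus Ni-chelate acceptor beads.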
# JMJD2A Tudor inh = blocks the human JMJD2A Tudor domain; AlphaScreen JMJD2A-Tudor / H3K4me3 peptide binding; AID 504339; O75164; Potency, µM (doses to about 114 µM), without a hit: at the highest dose activity change, negative = inhibition, most hits filed as inhibitors; hit rate 4.4% among 390,000; note: % is set by controls: 0 for no effect and ±100 for the full control effect; nearly all actives have a fitted effect of over 50% in size
# An asterisk follows results filed as active; ? = inconclusive; . = not tested or not shown; [ ] = dose if it differs, or a comment. Calls come from the whole dose curve; as a rule, active = well fitted curve in the direction sought with a large enough effect; inconclusive = small, poorly fitted or top-dose-only effect, or another doubt; inactive = no such curve, though single readings can be large; an effect the other way counts as inactive or inconclusive. Potency is the fitted concentration of half-maximal effect.
canonical_smiles	BLM helicase inh	POLH inh	Pol kappa inh	G9a inh	Pol beta inh	Pol iota inh	BAZ2B inh	APEX1 inh	JMJD2A Tudor inh
CC1CCCC(C)N1C(=O)COc1ccc([N+](=O)[O-])cc1Cl (stereo not given)	-1.8%	-9.5%	-2.5%	-36.1%	-6.4%	-18.4%	4.4%	?	-27.7%
CNC(=O)c1ccc(Nc2nnc(-c3ccc(C(N)=O)cc3)c3ccccc23)cc1	4.7%	1.0%	-20.2%	-9.2%[2.33 µM]	-9.8%	16.4%	-6.7%	-4.3%	-10.8%
Cc1cc(=O)[nH]c(SCC(=O)Nc2ccc(C(=O)O)cc2)n1	3.7%	-8.6%	-3.1%	-1.3%	-14.4%	10.0%	?	0.9%	-7.1%
CN1C(=O)/C(=C2\SC(N)=NC2=O)c2ccccc21	-4.1%	-10.2%	1.4%	?	-7.3%	-18.6%	-29.9%	-2.2%	?
COc1ccc(NC(=S)NC23CN4CN(CN(C4)C2)C3)c(OC)c1	-3.1%	-23.9%	-7.2%	?	24.3%	99.7%[activator]	-6.9%	7.9%	-31.5%
O=C(Cc1cscn1)c1ccc(O)cc1O	-9.3%	-12.4%	-14.6%	-50.7%[12.7 µM]	-18.9%	-5.5%	?	?	-3.2%
Cc1ccc(-c2cc(C(=O)NCCCn3ccnc3)no2)cc1	-0.2%	-11.0%	-15.5%	.	1.1%	2.6%	?	0.4%	-30.7%
CCC(=O)Nc1cccc(-c2nc3ccccc3c(=O)o2)c1	-6.5%	-8.8%	-10.3%	-43.8%[59 µM]	-0.1%	-5.6%	?	-5.6%	-1.4%
COc1cccc(NC(C)C(=O)Nc2cc([N+](=O)[O-])ccc2Cl)c1 (stereo not given)	-7.5%	-7.1%	-13.3%	1.0%[59 µM]	2.6%	167.8%[activator]	?	3.3%	-33.8%
CC(C)n1nnc2ccccc2c1=O	4.0%	-18.2%	-8.4%	?	-2.3%	15.3%	-25.4%[57.1 µM]	0.6%	3.0%
C[C@@H]1NC(=O)N(c2ccc(F)cc2)C1=O	-3.9%	-20.7%	-3.1%	-14.5%	-11.6%	92.4%[activator]	1.1%	43.1%	-7.5%
CCOc1ccc(CCNC(=O)Cc2ccc(NC(=O)N3CCSc4ncccc43)cc2)cc1	0.0%	5.4%	11.9%	4.1%[59 µM]	26.1%	31.6%[activator]	-11.3%	.	-8.3%
CN(CCC1CCOCC1)C(=O)CC1C(=O)NCCN1Cc1ccoc1 (stereo not given)	-2.9%	-17.5%	6.9%	6.7%	-0.3%	13.1%	3.8%	1.2%	-12.3%
COc1ccc(NC(=O)COc2coc(CN3CCN(c4ccccc4)CC3)cc2=O)cc1	.	1.1%	-9.1%	?	.	-2.3%	0.8%	-8.3%	-15.5%
Cc1ccccc1N(CC(N)=O)S(C)(=O)=O	-3.3%	-3.7%	-0.1%	-9.2%	18.2%	-6.8%	9.6%	16.9%	7.0%
Cc1cc(C(=O)NCCCN2CCOCC2)n(-c2ccccc2)n1	-0.6%	-11.9%	10.2%	?	0.2%	23.7%	5.3%	-6.3%	-9.0%
O=C(COC(=O)c1ccc(Br)cc1)NCCN1C(=O)CSC1=O	1.2%	-3.9%	-7.7%	-33.3%	0.4%	?	-9.4%	7.1%	-17.8%
Cc1cc(C)cc(-n2cnc3cc(C(=O)NCCc4ccccc4)ccc32)c1	-5.2%	-17.2%	-8.5%[60.1 µM]	-6.4%[59 µM]	-22.3%	-16.8%	-3.7%	.	-30.9%
Cc1ccc(NC(=O)Cn2ccsc2=N)cc1S(=O)(=O)N(C)C	1.7%	-9.7%	14.0%	3.8%	31.9%	24.8%	-5.7%	1.2%	-19.1%
COC(=O)CSc1nc(C)c(C(C)=O)cc1C#N	-0.2%	-9.3%	2.5%	17.8%[12.7 µM]	-17.4%	-5.2%	12.7%	3.1%	-6.7%

# Of the compounds above, these contain an aryl methoxy group:
canonical_smiles	BLM helicase inh	POLH inh	Pol kappa inh	G9a inh	Pol beta inh	Pol iota inh	BAZ2B inh	APEX1 inh	JMJD2A Tudor inh
COc1ccc(NC(=S)NC23CN4CN(CN(C4)C2)C3)c(OC)c1	-3.1%	-23.9%	-7.2%	?	24.3%	99.7%[activator]	-6.9%	7.9%	-31.5%
COc1cccc(NC(C)C(=O)Nc2cc([N+](=O)[O-])ccc2Cl)c1 (stereo not given)	-7.5%	-7.1%	-13.3%	1.0%[59 µM]	2.6%	167.8%[activator]	?	3.3%	-33.8%
COc1ccc(NC(=O)COc2coc(CN3CCN(c4ccccc4)CC3)cc2=O)cc1	.	1.1%	-9.1%	?	.	-2.3%	0.8%	-8.3%	-15.5%

# (next part)
canonical_smiles	BLM helicase inh	POLH inh	Pol kappa inh	G9a inh	Pol beta inh	Pol iota inh	BAZ2B inh	APEX1 inh	JMJD2A Tudor inh
c1ccc(C2(Cn3ccc4ccccc43)OCCO2)cc1	-5.7%	-2.8%	-9.6%	29.4%[59 µM]	6.6%	-3.2%	63.1%[activator]	0.8%	69.4%[activator]
Clc1ccc(OCCN2CCN(c3ncnc4sccc34)CC2)cc1	-2.7%	-15.2%	-1.7%	8.0%[12.7 µM]	7.0%	56.0%[activator]	4.7%	3.6%	32.5%
CCC(=O)N1CCc2cc(S(=O)(=O)N3CCCCC3CC)ccc21 (stereo not given)	-3.3%	6.0%	0.1%	-1.4%[0.501 µM]	23.2%	1.4%	-8.5%	-3.7%	-12.8%
Cc1cc(C)n2nc(CC(=O)NC3CCCC(C)C3C)nc2n1 (stereo not given)	-3.1%	-12.1%	-11.7%	-7.7%[59 µM]	39.8%	0.4%	8.7%	12.1%	-7.3%
COc1ccc(C(CNC(=O)C(=O)NC2CCCC2)N2CCN(C)CC2)cc1 (stereo not given)	.	-6.0%	-4.0%	?	.	-5.1%	14.9%	3.1%	-5.8%
Cc1ccc(Cl)c2c1NC(=O)C2(O)CC(=O)c1ccc(Br)cc1 (stereo not given)	-9.1%	-7.4%	0.9%	?	-1.5%	-6.5%	-6.1%	-5.3%	-13.9%
N#Cc1ccccc1S(=O)(=O)N1CCN(C(=O)CCC2CCCC2)CC1	.	-6.2%	-11.7%	?	.	-21.7%	-3.3%	18.4%	-1.7%
CCOc1ccc(-n2c(SCC(=O)N3CCOCC3)nc3c([nH]c4ccccc43)c2=O)cc1	-3.5%	-1.0%	-4.6%[60.1 µM]	-0.7%[59 µM]	-3.4%	-5.8%	1.7%	.	-9.7%
O=c1cc(NS(=O)(=O)c2ccccc2)nc(SCc2ccccc2Cl)[nH]1	-7.1%	-3.6%	-2.9%	0.4%[59 µM]	10.3%	16.2%	-29.1%	-0.6%	-20.7%
Cc1ccc(OCC(=O)Nc2ccccc2C(=O)OCc2cc(=O)n3nc(C4CC4)sc3n2)cc1	1.3%	-15.3%	-6.3%[60.1 µM]	-1.7%[12.7 µM]	-0.5%	21.2%	-9.6%	.	3.3%
COc1ccc2oc(C(=O)OCC(=O)NC3(C#N)CCCC3)c(C)c2c1	.	?	-6.6%	-26.5%	.	18.6%	8.1%	10.8%	-9.5%
O=C(NC1CCCCC1)C1CN(S(=O)(=O)c2ccccc2)CCN1S(=O)(=O)c1ccccc1 (stereo not given)	-5.7%	-14.3%	-2.0%	-5.1%	-0.4%	8.4%	-0.5%	-3.6%	-23.1%
CCn1ccc2cc(S(=O)(=O)N3CCC(C(=O)NCc4cccc(Cl)c4)CC3)ccc21	-1.8%	-15.2%	1.2%[60.1 µM]	-1.0%[59 µM]	?	1.4%	-1.8%	.	-3.5%
CCOC(=O)c1[nH]c2ccc(Br)cc2c1NC(=O)CCN1CCN(C(=O)OCC)CC1	-3.8%	-13.2%	-1.2%	16.8%[2.33 µM]	3.9%	-9.9%	3.8%	8.7%	2.8%
COc1cc(/C=C2\SC(=O)N(CCNC(=O)c3c(C)noc3C)C2=O)cc(OC)c1OC	.	-1.3%	-15.2%	.	.	20.0%	.	22.9%	-2.8%
O=C1CC(c2ccccc2)=NO1	.	-3.0%	-13.3%	.	.	-3.0%	.	.	?
O=C1CCN(CCc2ccccc2)CCN1C(CSc1ccc(Br)cc1)c1ccccc1 (stereo not given)	-11.0%	.	13.2%	.	.	2.1%	.	-1.8%	?
CCN(CC)S(=O)(=O)c1ccc(C)c(NC(=O)COc2ccc(Cl)cc2Br)c1	-0.7%	-4.8%	-5.8%	44.7µM*	19.3%	110.1%[activator]	-28.9%	-1.1%	-15.0%
Cn1cnc2cc(NC(=O)c3ccco3)ccc21	-1.1%	8.5%	1.0%	-22.5%[12.7 µM]	-27.1%	18.6%	-5.1%	1.6%	-12.5%
CCCCn1c(=O)c(CCC(=O)OC(C)C(=O)Nc2cccc(Cl)c2Cl)nc2ccccc21 (stereo not given)	-4.2%	-22.9%	-2.8%	-7.7%	-11.8%[57.1 µM]	?	5.3%	2.6%	-3.3%
COc1ccccc1CCNS(=O)(=O)c1cn(C)c(=O)n(C)c1=O	-1.6%	0.2%	-4.2%	.	55.6%	15.4%	-8.0%	0.4%	-14.7%
CCOCCCNC(=O)c1ccc2nc(CCc3ccccc3)oc2c1	-0.5%	-18.2%	-5.5%[60.1 µM]	-2.7%[59 µM]	-26.1%	-16.0%	-0.4%	.	-25.6%
CCOC(=O)C(C)Sc1nnc(Cc2cc(=O)[nH]c(=O)[nH]2)n1-c1ccc(Cl)cc1 (stereo not given)	-13.3%	-8.7%	-16.6%	?	30.9%	10.4%	2.6%	10.0%	?
Cc1ccc(Cl)cc1NC(=O)CN1C(=O)NC2(CCCCCC2)C1=O	.	-17.3%	-2.5%	25.7%[59 µM]	.	17.0%	1.1%	0.1%	?
CCOC(=O)c1cc(-c2ccccc2)n(CC(=O)Nc2ccc(CC)cc2)c1C	-0.9%	-3.9%	-12.2%[60.1 µM]	0.6%[59 µM]	10.1%	-3.2%	2.4%	.	-14.7%
Cc1ccc(Cl)cc1N1CCN(C(=O)c2cccn2-c2nnc(N3CCCC3)s2)CC1	-1.9%	-10.2%	-7.2%	-28.5%[59 µM]	-0.5%	17.1%	-31.5%	.	-19.5%
O=C(C1CC1)N1CCc2cc(Br)cc(S(=O)(=O)Nc3ccc(C(F)(F)F)cc3)c21	-12.0%	-18.7%	-1.5%	-0.4%[59 µM]	20.9%	5.2%	-17.1%	.	-15.4%

# High-throughput results (PubChem)

# Not all compounds are listed (hit frequency here may not be typical).
